Screening data: PubChem BioAssay, several laboratories
RmlCD inh 1536 – M. tuberculosis RmlC/RmlD coupled enzyme inhibitors, primary screen, biochemical, compound mixtures, 384-well, from 1536-well plates | inhibition, % at 3.6 µM | RmlC+RmlD coupled enzyme assay, percent inhibition; primary screen in compound mixtures | 160,000 tested, 0.03% active | AID 1533, 2009; in the data active = inhibition mostly above about 34%, no sharp cut-off; inconclusive = no clear call, values can overlap the other calls; inactive = mostly below about 22%; note: some results filed as inactive read as strong as hits
Target sequence (P9WH09 whole entry, looked up): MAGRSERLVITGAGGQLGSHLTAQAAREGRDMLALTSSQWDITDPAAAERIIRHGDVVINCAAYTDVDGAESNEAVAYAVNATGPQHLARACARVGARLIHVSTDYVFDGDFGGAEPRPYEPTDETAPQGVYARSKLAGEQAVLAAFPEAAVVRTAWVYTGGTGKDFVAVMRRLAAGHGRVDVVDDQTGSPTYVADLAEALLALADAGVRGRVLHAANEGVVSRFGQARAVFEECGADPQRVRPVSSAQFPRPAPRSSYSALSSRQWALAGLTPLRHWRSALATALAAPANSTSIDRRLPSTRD
Target sequence (P9WH11 whole entry, looked up): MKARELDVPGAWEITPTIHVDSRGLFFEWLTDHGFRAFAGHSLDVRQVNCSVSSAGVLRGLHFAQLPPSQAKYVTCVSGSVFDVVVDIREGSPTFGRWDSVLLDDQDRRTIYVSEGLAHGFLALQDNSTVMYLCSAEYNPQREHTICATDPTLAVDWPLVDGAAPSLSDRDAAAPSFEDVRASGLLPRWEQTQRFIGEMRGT
M. tuberculosis GlmU – inhibition of mycobacterial GlmU enzyme – biochemical, glucosamine-1-phosphate acetyltransferase (AID 1376). 220,000 tested, 0.25% active. Bifunctional protein GlmU (Mycobacterium tuberculosis (strain ATCC 25618 / H37Rv)). inhibition, %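 (tested at 30 µM in the primary screen)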; hits with a dose series show IC50 in µM. M. tuberculosis GlmU acetyltransferase enzyme assay; higher % means a stronger effect; in the data active = inhibition above about 13%; inconclusive = no clear call, values can overlap the other calls;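 note: 0% = complete reaction with vehicle and 100% = reaction without substrate; strong numbers were not always called active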
Numbers without * were called inactive; ? = inconclusive; / = no result given. The list is partial; the hit share may differ from the screen's.

SMILES	RmlCD inh 1536	M. tuberculosis GlmU
COc1ccc(CCC(=O)NCCCNC(=O)CCc2ccc(OC)cc2)cc1	11.6	-0.1%
CCC(CC)C(=O)N1N=C(c2ccc(NS(C)(=O)=O)cc2)CC1c1ccc(C)cc1 (stereo unspecified)	-3.0	-2.8%
COc1ccc(CC(=O)N2CCC(Nc3nc4ccccc4n3Cc3ccc(F)cc3)CC2)cc1	/	1.6%
CCOC(=O)C(C)Sc1nc2c(cnn2-c2ccc(C)cc2)c(=O)[nH]1 (stereo unspecified)	/	5.5%
C=CCN1c2ccccc2[C@]23C[C@@H](C(=O)OC)N(C(=O)CC(C)C)C2=NC(C(=O)OC)=C(C(=O)OC)[C@H]13	-12.1	2.7%
O=C(NCC1CCCO1)C(c1ccc(F)cc1)N(Cc1ccc2c(c1)OCO2)C(=O)c1ccc(CN2CCOCC2)o1 (stereo unspecified)	/	-0.2%
CCCCC(=O)Nc1ncc([N+](=O)[O-])s1	-33.9	-0.8%
COc1cccc(CNC(=O)CCC2CCCN(C(=O)CCn3cncn3)C2)c1 (stereo unspecified)	-8.0	-1.7%
O=C(Cc1ccc(-n2c(=O)[nH]c3ccccc3c2=O)cc1)N1CCN(c2cccc(Cl)c2)CC1	/	-3.1%
O=C(C[N+]12CCC(CC1)C(CO)C2)c1ccc([N+](=O)[O-])cc1 (stereo unspecified)	-4.2	-3.2%
CCCCNC(=O)Cn1c(=O)oc2cc(S(=O)(=O)N3CC(C)CC(C)C3)ccc21 (stereo unspecified)	-8.1	2.1%
Cc1cc2c(c(SCC(=O)N(C)c3ccccc3)n1)C(=O)OC2	-8.2	-4.5%
CCc1cccc(CC)c1NC(=O)COC(=O)c1ccccc1-c1nc2ccccc2s1	2.5	-1.4%
Cn1c(SCC(=O)NNC(=O)c2ccc(Br)cc2)nnc1-c1cccnc1	-6.7	1.8%
COc1ccc(CCNC(=O)C(=O)Nc2nccs2)cc1OC	7.1	-3.5%
CN1C(=O)/C(=C2\SC(=S)N(CC3CCCO3)C2=O)c2ccccc21 (stereo unspecified)	/	1.3%
O=C(O)C1C2C=CC(C2)C1C(=O)NCc1cccnc1 (stereo unspecified)	9.2	-0.4%
Cc1cc(=O)oc2c3c4c(cc12)OCCN4CCC3	/	1.7%
CCOC(=O)c1c(C)nc2sc3c(=O)n(-c4ccc(C(C)=O)cc4)cnc3c2c1-c1ccc(Cl)cc1	/	3.2%
CCCCCCCc1ccc(C2NC(=S)NC3=C2C(=O)c2ccccc23)cc1 (stereo unspecified)	7.5	1.9%
COc1ccc(CCNC(=O)[C@@H](NC(N)=O)C(C)C)cc1	8.1	-3.2%
O=C1NC(=O)N(c2ccccc2)C(=O)/C1=C\C=C\c1ccccc1	0.5	-0.2%
CN1/C(=C\C(=O)C[n+]2ccc3ccccc3c2)C(C)(C)c2ccccc21	6.6	-4.1%
Clc1ccc(CN=C2Nc3ccccc3CS2)cc1	-20.6	1.5%
Cn1c(N)c(C(=O)NCc2ccccc2)sc1=S	/	1.3%
CC(C)C1=NN(C(=O)c2ccccc2)C(O)(C(C)(C)C)C1 (stereo unspecified)	1.0	/
COc1ccc(N(CC(=O)Nc2cc(C)ccc2OC)S(=O)(=O)c2c(C)noc2C)cc1	/	3.9%
CCOc1ccc(CCNC(=O)c2oc3c(c2C)-c2[nH]ncc2CC3)cc1OCC	-9.1	-2.2%
CC1=C(C#N)C(c2cn(-c3ccccc3)nc2-c2cccs2)C(C#N)=C(C)N1	/	4.5%
COc1ccc(OC)c(C(Nc2ccccc2)P(=O)(OC(C)C)OC(C)C)c1 (stereo unspecified)	6.5	3.3%
CC1(C)Cc2c(sc(NC(=O)c3ccco3)c2C#N)C(C)(C)N1	/	-3.9%
COc1ccc(C(CNC(=O)c2ccc(S(=O)(=O)N(C)C)cc2)N(C)C)cc1 (stereo unspecified)	-9.0	1.7%
CCOc1ccc2[nH]c(=O)c(CN(Cc3ccc(C)cc3)C(=O)N3CCCC3)cc2c1	20.0	-3.8%
COc1cc(C(=O)NCc2nnc(SCC(=O)N3CCCCC3)o2)cc(OC)c1OC	-8.2	-6.7%
O=C(NCc1cccnc1)c1cccnc1Sc1ccc(Cl)cc1	/	1.9%
Cc1ccccc1Cn1ccc(-c2ccc(Cl)cc2)c(C#N)c1=O	-11.6	4.9%
CCOC(=O)C1=C(N2CCCCC2)c2cc3c(n2C1=O)CCCC3	-14.1	-1.1%
CC(C)(C)C1CCc2c(sc(NC(=O)c3ccncc3)c2C(N)=O)C1 (stereo unspecified)	-2.9	5.3%
CCOC(=O)c1sc(-c2ccc(C(F)(F)F)cc2)nc1O	0.6	4.8%
CC(C)(C)c1ccc(NC(=O)COC(=O)CCc2nc3ccccc3c(=O)[nH]2)cc1	/	-5.2%
COC(=O)c1nnn(-c2nonc2N)c1COc1ccc(C=O)cc1OC	-0.6	-1.7%
CN1CCN(NC(=O)c2cn(-c3ccccc3)nc2-c2cccs2)CC1	5.2	-2.4%
CC(NC(=O)Nc1ccccc1C(F)(F)F)C1CCCO1 (stereo unspecified)	-9.4	-1.5%
CC(C)N1C(=O)CN(C2CCCCCC2)C(=O)C1c1ccccc1F (stereo unspecified)	13.8	2.2%
CON(C)c1nc(OCC#N)nc(N(C)C)n1	/	2.3%
Cc1ccc(NC(=O)N2CCCC2C(=O)NCC2CCCO2)cc1 (stereo unspecified)	3.2	3.0%
CCCCn1c(SCC(=O)NCc2ccco2)nc2c1c(=O)n(C)c(=O)n2C	/	-2.8%
Cc1cccn2c(=O)c3cc(C(=O)N4COCC4(C)C)sc3nc12	7.5	-3.2%
COc1ccc(NC(=S)NCCCN2CCN(C3CCCCC3)CC2)cc1	-10.9	2.8%
CCN(CC)c1ccc(C2C(C(C)=O)C(=O)CC(C)(O)C2C(C)=O)cc1 (stereo unspecified)	/	1.2%
Cc1ccc(C(=O)O/N=C/c2ccc3c(c2)OCO3)cc1	-4.3	-4.0%
Cc1cc(-c2n[nH]c(=S)n2-c2ccccc2C)cs1	2.5	-7.0%
COc1ccc([N+](=O)[O-])cc1/C=N/NC(=O)/C(=C\c1cccs1)NC(=O)c1ccccc1	/	-4.0%
CCOc1ccc(NS(=O)(=O)c2cc(NC(=O)CCC(=O)c3cccs3)ccc2Cl)cc1	7.5	-2.4%
N#CCC(=O)NNC(=S)Nc1ccccc1C(F)(F)F	-12.7	0.5%
CCOc1ccc2nc(/N=C/c3nc(-c4ccccc4)oc3O)sc2c1	93.8	2.2%
O=C(N/C=N/OCc1ccc(Cl)cc1Cl)NOCc1ncc(C(F)(F)F)cc1Cl	/	-3.5%
CCOC(=O)/C=c1\s/c(=C\c2ccccc2C)c(=O)n1CC(=O)NCc1ccc2c(c1)OCO2	-4.4	1.1%
COc1ccc(OC)c(S(=O)(=O)Nc2cccc(C(C)=O)c2)c1	-9.7	-2.0%
O=C(Nc1ncc(S(=O)(=O)c2ccc([N+](=O)[O-])cc2)s1)c1ccc2ccccc2c1	16.0	3.4%
Further compounds
SMILES	RmlCD inh 1536	M. tuberculosis GlmU
Cc1ccc(C(CC(=O)NCc2ccco2)c2ccc(OC(C)C)cc2)cc1 (stereo unspecified)	/	6.0%
Cc1cccc(N(CC(=O)Nc2ccc(F)cc2)S(C)(=O)=O)c1	?	-2.6%
C=CCSc1nc(Oc2ccccc2)c2sccc2n1	-0.8	0.6%
CCOC(=O)c1c(-c2ccc(F)cc2)cn2ccccc12	9.6	4.5%
O=C(NCc1ccc2c(c1)OCO2)C1CCCN(S(=O)(=O)c2cccc3cccnc23)C1 (stereo unspecified)	-4.8	3.8%
COc1ccc(C2CC(c3cccs3)=NN2C(=O)CSc2nc3c(cnn3-c3ccccc3)c(=O)[nH]2)cc1 (stereo unspecified)	/	1.9%
CC1(C)CC(=O)C/C(=N\NC(=O)C2C3CCCCC32)C1 (stereo unspecified)	-6.1	1.6%
CCOC(=O)CNc1ccc2c(c1)OCO2	1.7	0.8%
CCOC(=O)c1cc(C#N)c(=S)[nH]c1C	6.7	2.1%
CCN1C(=O)S/C(=C/c2ccsc2)C1=O	/	-2.5%
Cc1ccc(-c2nc(C3CCN(S(=O)(=O)c4ccc(C(F)(F)F)cc4)CC3)no2)cc1	-3.5	-4.2%
CCCn1c(SCC(=O)c2ccc(OC)c(OC)c2)nc2c1c(=O)n(C)c(=O)n2C	/	5.7%
N#CCCn1cc(/C=N/NC(N)=S)c(-c2ccc(Br)cc2)n1	12.9	-2.1%
COC(=O)c1sccc1NC(=O)CSc1cccc(Cl)c1Cl	-5.4	/
Cc1ccc(NC(=O)Cc2noc3ccccc23)cc1	/	-3.7%
Cc1ccccc1CNS(=O)(=O)c1ccc2c(c1)OCCO2	40.6	0.5%
CCC1=NN(C(=O)c2ccc(C)cc2)C(O)(c2ccc(Br)cc2)C1 (stereo unspecified)	-17.7	-0.2%
CC(=O)Oc1ccc(C(=O)Nc2cccc(C(=O)c3cccc(NC(=O)c4ccc(OC(C)=O)cc4)c3)c2)cc1	/	0.7%
O=C(NCc1nnc(SCC(=O)N2CCC(Cc3ccccc3)CC2)o1)c1ccccc1F	4.5	-1.6%
Cc1cc(OCC(O)CN2CCN(C)CC2)ccc1C(C)C (stereo unspecified)	-6.7	-4.4%

Some of the entries above, set out differently.
CCN1C(=O)S/C(=C/c2ccsc2)C1=O
  RmlCD inh 1536: /
  M. tuberculosis GlmU: -2.5%

Cc1ccc(-c2nc(C3CCN(S(=O)(=O)c4ccc(C(F)(F)F)cc4)CC3)no2)cc1
  RmlCD inh 1536: -3.5
  M. tuberculosis GlmU: -4.2%

CCCn1c(SCC(=O)c2ccc(OC)c(OC)c2)nc2c1c(=O)n(C)c(=O)n2C
  RmlCD inh 1536: /
  M. tuberculosis GlmU: 5.7%

N#CCCn1cc(/C=N/NC(N)=S)c(-c2ccc(Br)cc2)n1
  RmlCD inh 1536: 12.9
  M. tuberculosis GlmU: -2.1%

The results go on:
SMILES	RmlCD inh 1536	M. tuberculosis GlmU
O=C(Nc1cccc(-c2cn3ccccc3n2)c1)c1cccs1	/	0.2%
Cc1ccc(CSCCNC(=O)CCSc2ccccc2)cc1	11.2	1.6%
O=C(Cn1nc(Cl)nc1Cl)c1ccc2c(c1)OCCO2	/	-4.3%
CS(=O)(=O)N(CC(=O)Nc1ccccc1Sc1ccccc1)c1cccc(Br)c1	13.1	1.3%
Cn1c(N2CCOCC2)nc(-c2ccccc2)c1-c1ccccc1	-6.8	-1.9%
O=C(CC1C(=O)NCCN1Cc1ccc(-c2ccccc2)cc1)NCc1ccncc1 (stereo unspecified)	-2.4	1.5%
Cc1ccc(OCCN(C)C)c([N+](=O)[O-])c1	/	-0.3%
CCCC1(c2ccccc2)NC(=O)N(CCN2C(=O)c3ccccc3C2=O)C1=O (stereo unspecified)	-11.1	2.7%
CCOc1cccc(/C=N/NC(=O)CC2C(=O)NN=C2C)c1O (stereo unspecified)	-8.1	-1.6%
C=CCSc1nnc(NC(=O)CSc2nc3ccccc3[nH]2)s1	-6.5	7.4%
NS(=O)(=O)c1ccc(CCNC(=O)CNC(=O)C2CCCCC2)cc1	13.5	0.9%
O=C1NC(=O)N(CCc2ccc(F)cc2)C(=O)/C1=C/C=C/c1ccccc1	-3.2	-5.6%
COc1ccccc1OCC#CCn1ccnc1	-7.7	-3.9%
Cc1ccc(-c2nc(C#N)c(NCCc3ccccn3)o2)cc1	-9.3	6.0%
Cc1ccccc1NC(=O)Cn1cnc2c(oc3ccccc32)c1=O	/	-1.1%
COc1cccc(OC)c1C(=O)N1CCN(S(=O)(=O)c2ccc(C)cc2)CC1	-3.8	3.5%
CCOCCCNC(=S)N1CCC(NC(=O)C23CC4CC(CC(C4)C2)C3)CC1	-8.3	0.0%
O=C(Nc1cccs1)NC1CCCC1	/	4.0%
CCC(=O)N=c1ccn(C2=Nc3ccccc3NC2=C(C#N)C#N)cc1	9.1	1.6%
CS(=O)(=O)NCC(c1ccco1)N1CCN(c2ccc(F)cc2)CC1 (stereo unspecified)	-6.5	0.9%

Three of these compounds in another layout:
CS(=O)(=O)N(CC(=O)Nc1ccccc1Sc1ccccc1)c1cccc(Br)c1
  RmlCD inh 1536: 13.1; M. tuberculosis GlmU: 1.3%
O=C(Nc1cccs1)NC1CCCC1
  RmlCD inh 1536: /; M. tuberculosis GlmU: 4.0%
O=C1NC(=O)N(CCc2ccc(F)cc2)C(=O)/C1=C/C=C/c1ccccc1
  RmlCD inh 1536: -3.2; M. tuberculosis GlmU: -5.6%

The list goes on:
SMILES	RmlCD inh 1536	M. tuberculosis GlmU
COc1cc(SC)ccc1C(=O)Nc1ccc2c(c1)OCO2	-8.2	-0.2%
FC(F)(F)c1cccc(NC(=S)NCC2COc3ccccc3O2)c1 (stereo unspecified)	0.2	2.4%
COC(=O)c1ccccc1NC(=O)Cn1c(-c2nonc2N)nc2ccccc21	-8.4	/
Cc1onc(-c2c(F)cccc2Cl)c1C(=O)Nc1nccs1	6.8	1.6%
CC(C)C1C(C#N)=C(N)Oc2n[nH]c(-c3ccc4ccccc4c3)c21 (stereo unspecified)	/	-2.0%
O=C(Cc1ccccc1)NCC(=O)OC(c1ccccc1)c1ccccc1	/	-5.7%
COc1ccc(CCN(C)C(=O)CSc2nccn2C)cc1OC	/	-2.0%
C1CCCCCC(NCCN2CCNCC2)CCCCC1	0.9	-5.3%

Looked up above.
In M. tuberculosis GlmU, FC(F)(F)c1cccc(NC(=S)NCC2COc3ccccc3O2)c1 (stereo unspecified) shows 2.4%
In M. tuberculosis GlmU, COc1cc(SC)ccc1C(=O)Nc1ccc2c(c1)OCO2 shows -0.2%
In M. tuberculosis GlmU, CC(C)C1C(C#N)=C(N)Oc2n[nH]c(-c3ccc4ccccc4c3)c21 (stereo unspecified) shows -2.0%
